Screening data from PubChem.
HP1b binding inh: blocks HP1-beta chromodomain binding to methylated histone tails | P83916 | AlphaScreen HP1-beta / biotin-H3K9me3 peptide binding | Potency, µM (series often up to 114 µM), for the others: at the highest dose activity change, negative = inhibition, usual class: inhibitors | 390,000 tested, 0.56% active | AID 540317; also: nearly all actives have a fitted effect of over 70% in size; inactives centre near 23
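AlphaScreen: HP1-beta (50 nM) preformed 30 min with biotin-H3(1-18)K9me3 peptide (50 nM) in PBS pH 7.4, 0.01% Tween-20. Compound added for 30 min at RT, then streptavidin donor/nickel chelate acceptor beads (10 ug/mL) for 30 min.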
GLS inhibitor: inhibitors of human glutaminase (GLS); O94925; GLS enzymatic activity, qHTS titration; Potency, µM (titrated, usually from 45.5 µM), for the others: at the highest dose activity change, negative = inhibition, most hits filed as inhibitors; 410,000 tested, 0.21% active; also: % is scaled to controls: 0 for no effect and ±100 for the full control effect
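hKGA in 45 mM KH2PO4 pH 8.2, 0.02% Tween-20 with pin-transferred compounds; 1 mM L-glutamine (stock) plus glutamate oxidase/HRP/Amplex Red coupling added. Fluorescence read initially and after 30 min at RT.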
G9a block: inhibitors of human histone lysine methyltransferase G9a; 350,000 tested, 8.8% active; Potency, µM (doses to about 102 µM), inactives show at the top dose activity, negative = inhibition, usual class: inhibitors; G9a H3K9 monomethylation, AlphaScreen, 2 h; Q96KQ7; AID 504332; also: % is scaled to controls: 0 for no effect and ±100 for the full control effect; nearly all actives have a fitted effect of over 75% in size
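Step 1: enzyme (final 20 nM) with compound, 15 min RT. Step 2: substrate peptide 500 nM and SAM 20 uM, 2 h RT. Step 3: anti-H3K9me1 antibody and AlphaScreen beads, 10 min, then plate read.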
Pin1 inhibitor: human Pin1 inhibition; Potency, µM (doses to about 115 µM), inactives show at the top dose activity, negative = inhibition, actives largely listed as inhibitors; Pin1 FP peptide displacement, HiFluor488, 10 min; AID 504891; 390,000 tested, 0.009% active; active = well fitted inhibition curve with a large enough effect in the polarisation, with a control signal flat, not every such curve was filed as active; inconclusive = small, poorly fitted or top-dose-only effect, or effect the other way, or a change in a side signal; inactive = no such curve, though single readings can be large or run the other way; the % refers to the polarisation; also: % is scaled to controls: 0 for no effect and ±100 for the full control effect
Tb PGK inh: blocks T. brucei phosphoglycerate kinase; 380,000 tested, 0.043% active; Potency, µM (top dose mostly 57.5 µM), for the others: at the highest dose activity change, negative = inhibition, usual class: inhibitors; AID 602233; PGK/GAPDH coupled, Kinase-Glo luminescence, 60 min; also: % is scaled to controls: 0 for no effect and ±100 for the full control effect; nearly all actives have a fitted effect of over 60% in size
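Recombinant glycosomal PGK reaction used 1,3-bisphosphoglycerate generated in-well by GAPDH (100nM final) in 100mM TEA pH 7.6, 5mM MgCl2, 0.01% Tween-20. After 60 minutes at room temperature, ATP was read by Kinase-Glo Plus luminescence end-point.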
Pol iota inh: inhibitors of human DNA polymerase iota; Q9UNA4; Pol iota fluorescent replication assay, 10 min; Potency, µM (series often up to 115 µM), without a hit: top-dose activity, negative = inhibition, hits mostly inhibitors; 390,000 tested, 1% active
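Fluorescent replication assay read twice, at 0 min and 10 min after adding 50 nM (final) substrate. Enzyme (10 nM) and compounds were first incubated 15 min at room temperature; enzyme-free buffer wells were negative controls.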
BAZ2B inh: inhibitors of human BAZ2B bromodomain. Q9UIF8. AlphaScreen BAZ2B-H3K14Ac peptide displacement. Potency, µM (titrated, usually from 114 µM), inactives show at the highest dose activity change, negative = inhibition, usual class: inhibitors. 360,000 tested, 4.4% active; also: % is scaled to controls: 0 for no effect and ±100 for the full control effect; nearly all actives have a fitted effect of over 60% in size
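Protein-peptide AlphaScreen: BAZ2B 50 nM, b-H3K14Ac 50 nM, 1x PBS pH 7.4 + 0.01% Tween-20. Preincubation 30 min RT; cpd 30 min RT (top 110 uM); beads 20 min RT, light-protected.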
BLM helicase inh: blocks DNA unwinding by human BLM helicase; 350,000 tested, 0.2% active; Potency, µM (highest dose often 56.1 µM), inactives show top-dose activity change, negative = inhibition, most hits filed as inhibitors; recombinant BLM DNA unwinding, fluorescence dequenching; AID 2528; P54132;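 also: plate controls were vehicle for no effect and no enzyme for full effect; nearly all actives have a fitted effect of over 35% in size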
JMJD2A Tudor inh: blocks the human JMJD2A Tudor domain; Potency, µM (top dose mostly 114 µM), inactives show at the highest dose activity change, negative = inhibition, actives largely listed as inhibitors; AlphaScreen JMJD2A-Tudor / H3K4me3 peptide binding; 390,000 tested, 4.4% active; O75164; also: % is scaled to controls: 0 for no effect and ±100 for the full control effect; nearly all actives have a fitted effect of over 50% in size
Target sequence (O75164 whole entry, looked up, the tested form may be a part): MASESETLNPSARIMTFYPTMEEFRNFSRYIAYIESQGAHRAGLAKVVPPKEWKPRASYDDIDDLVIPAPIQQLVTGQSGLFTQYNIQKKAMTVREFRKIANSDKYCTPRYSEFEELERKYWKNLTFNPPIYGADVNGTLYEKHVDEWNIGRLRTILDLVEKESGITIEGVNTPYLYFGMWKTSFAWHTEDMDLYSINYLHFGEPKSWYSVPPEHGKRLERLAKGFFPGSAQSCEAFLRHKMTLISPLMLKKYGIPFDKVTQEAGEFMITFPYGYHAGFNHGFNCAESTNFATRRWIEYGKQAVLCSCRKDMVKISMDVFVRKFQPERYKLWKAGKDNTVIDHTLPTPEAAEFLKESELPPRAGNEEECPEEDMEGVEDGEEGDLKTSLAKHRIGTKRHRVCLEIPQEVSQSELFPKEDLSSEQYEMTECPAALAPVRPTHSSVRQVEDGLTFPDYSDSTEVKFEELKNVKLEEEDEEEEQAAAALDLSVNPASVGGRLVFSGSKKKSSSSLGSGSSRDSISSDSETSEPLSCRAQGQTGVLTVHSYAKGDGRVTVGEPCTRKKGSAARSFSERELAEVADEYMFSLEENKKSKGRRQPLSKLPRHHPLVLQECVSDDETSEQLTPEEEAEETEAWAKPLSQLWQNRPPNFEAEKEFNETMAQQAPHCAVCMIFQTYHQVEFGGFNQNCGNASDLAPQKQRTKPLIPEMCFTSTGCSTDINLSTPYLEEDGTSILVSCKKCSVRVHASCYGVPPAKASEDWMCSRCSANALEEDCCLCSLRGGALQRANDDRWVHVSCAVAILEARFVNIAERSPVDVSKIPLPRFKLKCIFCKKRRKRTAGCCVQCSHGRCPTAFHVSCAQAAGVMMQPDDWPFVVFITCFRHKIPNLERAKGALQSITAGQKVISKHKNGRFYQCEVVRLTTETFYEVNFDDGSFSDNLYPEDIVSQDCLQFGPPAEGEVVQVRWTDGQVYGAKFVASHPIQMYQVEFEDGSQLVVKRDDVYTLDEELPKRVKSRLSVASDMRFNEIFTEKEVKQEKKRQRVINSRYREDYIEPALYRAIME
* hit, by the source's call; i = inactive; ? = inconclusive; . = not tested or not shown; [ ] = dose if it differs, or a comment. Unless noted, calls follow the shape of the dose curve; as a rule, active = well fitted curve in the direction sought with a large enough effect; inconclusive = small, poorly fitted or top-dose-only effect, or another doubt; inactive = no such curve, though single readings can be large; an effect the other way counts as inactive or inconclusive. Potency is read from the fitted curve at half-maximal effect. A portion of the library. The share of hits here may be higher or lower than overall.

Field names: A = HP1b binding inh; B = GLS inhibitor; C = G9a block; D = Pin1 inhibitor; E = Tb PGK inh; F = Pol iota inh; G = BAZ2B inh; H = BLM helicase inh; I = JMJD2A Tudor inh
> c1ccc(CSc2nncn2-c2ccccn2)cc1
  A: 11%	B: -6%	C: 22%	D: -13%	E: -2%	F: i	G: 6%	H: -2%	I: -22%

> O=C(CSc1nc(C2CC2)nc2c1cnn2-c1ccccc1)Nc1c[nH]c(=O)[nH]c1=O
  A: -2%	B: 2%	C: -36%	D: ?	E: -12%	F: ?	G: -20%	H: -21%	I: -15%

> O=C(O)C(c1ccccc1)N1C(=O)/C(=C\c2ccc(-c3cccc(Cl)c3)o2)SC1=S (centres undefined)
  A: 40µM*	B: ?	C: 40µM*	D: ?	E: ?	F: 32µM*	G: 22µM*	H: 22µM*	I: 20µM*

> CCCCn1c(=O)n(-c2ccc(Br)cc2F)c(=O)c2c3c(sc21)CN(C(C)=O)CC3
  A: 33%	B: -5%	C: -1%[59 µM]	D: 0%	E: 0%	F: 6%	G: -27%	H: -3%	I: -15%

> COc1ccccc1C(=O)NC(=O)COC(=O)c1cccc(C)c1O
  A: 36%	B: 8%	C: ?	D: 2%	E: i	F: 23%	G: -7%	H: .	I: -18%

> NC(=O)c1ccc(NC(=O)CCCNC(=O)c2ccc(Cl)cc2)cc1
  A: 33%	B: -4%	C: 28%	D: -2%	E: -6%	F: -20%	G: 6%	H: 1%	I: 11%

> COc1ccc2cc(CN(C(=O)Nc3ccccc3OC)C3CCCC3)c(=O)[nH]c2c1
  A: 5%	B: 8%	C: 8%[59 µM]	D: ?	E: -4%	F: 6%	G: -4%	H: -9%	I: ?

> Cc1ccc(S(=O)(=O)N2CC3(C)CN(S(=O)(=O)c4ccc(C)cc4)CC(C)(C2)C3O)cc1 (centres undefined)
  A: 23%	B: 0%	C: -5%	D: 6%	E: 1%	F: 18%	G: 2%	H: -2%	I: -2%

> O=S(=O)(Nc1ccccc1F)c1cccc(NC(=S)NCCN2CCOCC2)c1
  A: ?	B: 24%	C: .	D: -9%	E: i	F: 10%	G: .	H: .	I: 40µM*

> O=C(CSc1nc2ccccc2c(=O)[nH]1)c1ccccc1
  A: 22%	B: 9%	C: -33%[59 µM]	D: 0%	E: 1%	F: 15%	G: 2%	H: -5%	I: -4%

> CCc1nnc(NS(=O)(=O)c2ccc(N/C=C\C(=O)c3cccc(OC)c3)cc2)s1
  A: 29%	B: 15%	C: 50µM*	D: -1%	E: 0%	F: 51%[activator]	G: -38%	H: -1%	I: -13%

> Cc1ccccc1-n1c(SCC(=O)c2cc(C)n(C)c2C)nnc1-c1ccncc1
  A: 1%	B: -11%	C: 71µM*	D: 4%	E: 3%	F: ?	G: ?	H: -10%	I: -27%[57.1 µM]

> COC(=O)C1=NNC2(c3ccc(Cl)cc3)C(=O)N(c3ccccc3)C(=O)C12 (centres undefined)
  A: 17%	B: 1%	C: 14%[59 µM]	D: 4%	E: 0%	F: 1%	G: 3%	H: 2%	I: -27%

> CCOc1ccc(CNS(=O)(=O)c2cc3c(cc2C)NC(=O)CO3)cc1OC
  A: 10%[57 µM]	B: -10%	C: 4%[59 µM]	D: ?	E: 5%	F: 8%	G: 6%	H: -2%	I: -7%

> Cc1ccc(S(=O)(=O)NCCC(=O)OC(C)C(=O)NC2CC2)cc1 (centres undefined)
  A: 36%[activator]	B: -11%	C: -49%	D: 2%	E: i	F: 18%	G: -3%	H: .	I: -11%

> O=C(/C=C/c1cc2ccccc2o1)c1ccccc1O
  A: ?	B: 6%	C: .	D: 3%	E: i	F: 18%	G: 8.9µM*	H: -15%	I: 20µM*

> CCSCc1nnc(SCC(=O)Nc2cc(F)ccc2C)n1C
  A: 22%	B: 0%	C: ?	D: 0%	E: -1%	F: 5%	G: 2%	H: 0%	I: -6%

> CC(C)(C)c1ccc(S(=O)(=O)Nc2cccc(C3OCCCO3)c2)cc1
  A: 12%	B: 3%	C: ?	D: -3%	E: -1%	F: 10%	G: -3%	H: -9%	I: -6%

> CN(C)C(=O)CS(=O)(=O)c1ccc(Cl)cc1
  A: 35%	B: -11%	C: 20%	D: -3%	E: i	F: -5%[58.9 µM]	G: 31%[activator]	H: 3%	I: 1%

> CCOc1ccc(S(=O)(=O)N(C)CC(=O)NCc2ccccn2)cc1Cl
  A: 36%	B: 0%	C: 12%	D: -1%	E: -6%	F: 125%[activator]	G: 3%	H: 4%	I: -11%

> CC(=O)N1N=C(c2cccnc2)OC1c1ccc(C(C)C)cc1 (centres undefined)
  A: 31%	B: 1%	C: .	D: 0%	E: -8%	F: 13%	G: ?	H: 2%	I: -14%

> Cc1onc(-c2ccccc2)c1C(=O)OCC(=O)Nc1ccc(OC(F)(F)F)cc1
  A: 74%[activator]	B: -2%	C: 32%[2.33 µM]	D: 3%	E: 10%	F: 2%	G: 3%	H: .	I: 12%

> CCC1(C)Cc2c(C#N)c(N)sc(=S)c2CO1 (centres undefined)
  A: ?	B: 28%	C: ?	D: -20%	E: -2%	F: 19%	G: ?	H: -9%	I: ?

> O=C(c1cnn(C(=O)COc2ccc(Cl)cc2)c1)c1ccccc1O
  A: 2%	B: 20%	C: 10%	D: -4%	E: -8%	F: -1%	G: -31%	H: -13%	I: ?

> O=C(O)CC(C(=O)Nc1ccc(Cl)cc1Cl)C1CCCO1 (centres undefined)
  A: 42%[activator]	B: 9%	C: -29%	D: 2%	E: 7%	F: 27%	G: 1%	H: 0%	I: 7%

> CCc1ccc(C(=O)C(C)OC(=O)CN2C(=O)NC3(CCCC3)C2=O)cc1 (centres undefined)
  A: 19%	B: 1%	C: .	D: -1%	E: -13%	F: -29%	G: .	H: .	I: -2%

> Cc1cc2nn(-c3ccccc3)nc2cc1NC(=O)COc1ccc(Cl)cc1
  A: 36%	B: -4%	C: -4%[59 µM]	D: 5%	E: 3%	F: 31%[activator]	G: 3%	H: 0%	I: -3%

> CC(=O)c1ccc(NC(=O)c2nc(-c3ccc(Cl)cc3)n3c2CCCCC3)cc1
  A: 11%	B: -3%	C: ?	D: 48%[activator]	E: 2%	F: 21%	G: ?	H: -6%	I: ?

> COc1ccc(S(=O)(=O)N2CCC3(CC2)OCCO3)cc1
  A: 42%[activator]	B: -3%	C: 1%	D: 0%	E: i	F: 11%	G: -3%	H: 0%	I: 3%

> CC(=O)NC(Cc1ccc(F)c(F)c1)C(=O)NC1CCN(C(=O)c2ccc(C)cc2)CC1 (centres undefined)
  A: 29%	B: -14%	C: -32%	D: 0%	E: -1%	F: 3%	G: 1%	H: 0%	I: 5%

> Cc1ccc2nc(-c3ccc(NC(=O)c4ccc(S(C)(=O)=O)cc4)cc3)sc2c1
  A: 16%[57 µM]	B: -11%	C: 5%[59 µM]	D: -5%	E: -3%	F: 13%	G: 4%	H: 0%	I: -11%

> CC1=C(C(=O)c2ccccc2)C(c2cn(-c3ccccc3)nc2-c2ccc(Cl)cc2)NC(=S)N1 (centres undefined)
  A: 12%	B: -3%	C: -44%	D: 42%[activator]	E: 1%	F: ?	G: 4%	H: -4%	I: -30%

> O=C(N=Nc1c(O)[nH]c2ccc(F)cc12)c1ccc(NS(=O)(=O)c2cccs2)cc1
  A: 18%	B: -6%	C: -73%[59 µM]	D: 3%	E: -5%	F: 20%	G: 1%	H: .	I: -4%

> COc1ccc(OC)c(S(=O)(=O)N2CCN(c3ccccc3)CC2)c1
  A: 23%	B: 5%	C: -8%	D: -2%	E: 0%	F: 3%	G: -28%	H: 3%	I: -16%

> CC(C)C(=O)N=C1SC2CS(=O)(=O)CC2N1Cc1ccccc1 (centres undefined)
  A: 16%	B: 0%	C: 11%[59 µM]	D: 2%	E: -10%	F: 13%	G: -1%	H: -2%	I: -4%

> Cc1sc2nc(C3CC3)nc(SCC(=O)N3c4ccccc4CC3C)c2c1C (centres undefined)
  A: 14%	B: 1%	C: -22%	D: 32%[activator]	E: -6%	F: 1%	G: -9%	H: -1%	I: -7%

> COc1ccc(NC2=Nc3cccc4cccc2c34)cc1OC
  A: -18%	B: -23%	C: ?	D: 51%[activator]	E: -10%	F: 11%	G: -39%[57.1 µM]	H: -5%	I: ?

> CCOC(=O)c1c(O)c2c([nH]c1=O)CCCC2
  A: 28%	B: -2%	C: 15%[2.33 µM]	D: 1%	E: 1%	F: -12%	G: -6%	H: -4%	I: 7%

> CCOc1ncccc1C(=O)OCC(=O)NCc1ccccc1
  A: -2%	B: 5%	C: .	D: -10%	E: -10%	F: 31%[activator]	G: .	H: .	I: -9%

> Cc1cc(=O)oc2cc(OC(C(=O)O)c3ccccc3)ccc12 (centres undefined)
  A: -6%	B: 6%	C: -1%	D: -6%	E: -7%	F: -11%	G: 3%	H: -11%	I: ?

> O=C(COc1ccc2ccccc2c1)NCCc1ccc2c(c1)OCCO2
  A: 10%	B: -18%	C: -13%[59 µM]	D: 20%	E: -4%	F: 26%	G: -1%	H: -4%	I: -21%

> CCOc1ccc(N(CC)S(=O)(=O)N2CCCC(C(=O)NCCc3ccccc3OC)C2)cc1 (centres undefined)
  A: 1%	B: -6%	C: -5%[59 µM]	D: 0%	E: -8%	F: -1%	G: -14%	H: -9%	I: -18%

> COC(=O)c1ccccc1NC(=O)CSc1nnc(COc2cccc(OC)c2)n1C
  A: 25%	B: 2%	C: 2%[59 µM]	D: -1%	E: -7%	F: 11%	G: .	H: 1%	I: -10%

2 entries drawn at random from the list so far, as already listed:
Field names: A = HP1b binding inh; B = GLS inhibitor; C = G9a block; D = Pin1 inhibitor; E = Tb PGK inh; F = Pol iota inh; G = BAZ2B inh; H = BLM helicase inh; I = JMJD2A Tudor inh
> COc1ccc(NC2=Nc3cccc4cccc2c34)cc1OC
  A: -18%	B: -23%	C: ?	D: 51%[activator]	E: -10%	F: 11%	G: -39%[57.1 µM]	H: -5%	I: ?

> CC1=C(C(=O)c2ccccc2)C(c2cn(-c3ccccc3)nc2-c2ccc(Cl)cc2)NC(=S)N1 (centres undefined)
  A: 12%	B: -3%	C: -44%	D: 42%[activator]	E: 1%	F: ?	G: 4%	H: -4%	I: -30%
